# Keap1 Nrf2 FP: inhibitors of human Keap1-Nrf2 protein-protein interaction | Keap1 Kelch-Nrf2 peptide fluorescence polarization, 1536-well | AID 504523 | hit rate 0.15% among 340,000 | Q14145 | inhibition, % at 9.4 µM; in the data active = inhibition above about 12%;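 also: human Keap1 Kelch domain with fluorescein labeled Nrf2 9mer peptide probe; 0% = neutral control wells and 100% = peptide positive control; higher means more block of Keap1 binding to Nrf2 peptide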
# Wnt act: Wnt/beta-catenin pathway activation. activation, % at 9.35 µM. Wnt/beta-catenin reporter cell assay, activator, plate reader. hit rate 1.2% among 300,000; in the data active = activation above about 30%, passing the limit was not always enough;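 also: 0% = neutral control wells and 100% = positive control wells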
# RTF Ca sens act: cardiac RTF calcium sensitization; P19429+P45379; IANBD-labeled TnC RTF fluorescence at EC20 calcium; 0% EC20 calcium, 100% full calcium; activation, % at 7.2 µM; hit rate 0.24% among 340,000; AID 493008;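 active = activation above the mean over all tested compounds plus 3 SD, cut at about 30% in these data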;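 also: rise in fluorescence read as greater calcium sensitivity of cardiac thin filaments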
# DSG3 Ab inh: blocks pemphigus antibody binding to human desmoglein-3; P32926; DSG3-coupled beads, scFv-anti-DSG3-GFP binding, flow cytometry; hits give low values; binding (percent of control), % at 10 µM; hit rate 0.48% among 310,000;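 active = binding more than 3 SD below its plate's average and above zero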;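 also: hits lower antibody fragment binding to DSG3; some compounds called inactive have numbers as strong as hits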
# MOR-DOR ag: agonists of human mu-delta opioid receptor heterodimerization; cells, OPRM1-OPRD1 heterodimerization, luminescence; activation, % at 9.3 µM; hit rate 0.3% among 340,000; in the data active = activation above about 18%;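 also: 0% = vehicle-treated cells and 100% = reference agonist; values of inactives mirror those of a sister screen read the other way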
# Target sequence (P35372 whole entry, looked up): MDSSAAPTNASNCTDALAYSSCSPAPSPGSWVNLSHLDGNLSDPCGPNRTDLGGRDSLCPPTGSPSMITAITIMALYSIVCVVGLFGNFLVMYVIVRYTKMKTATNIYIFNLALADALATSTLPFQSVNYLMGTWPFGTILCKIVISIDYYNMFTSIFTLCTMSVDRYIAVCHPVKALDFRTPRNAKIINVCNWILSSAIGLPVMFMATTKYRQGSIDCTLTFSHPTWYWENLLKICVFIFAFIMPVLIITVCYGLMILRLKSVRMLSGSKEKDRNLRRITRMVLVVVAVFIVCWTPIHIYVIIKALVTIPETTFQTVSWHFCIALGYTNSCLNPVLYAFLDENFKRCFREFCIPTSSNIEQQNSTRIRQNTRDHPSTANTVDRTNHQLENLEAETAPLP
# Target sequence (P41143 whole entry, looked up): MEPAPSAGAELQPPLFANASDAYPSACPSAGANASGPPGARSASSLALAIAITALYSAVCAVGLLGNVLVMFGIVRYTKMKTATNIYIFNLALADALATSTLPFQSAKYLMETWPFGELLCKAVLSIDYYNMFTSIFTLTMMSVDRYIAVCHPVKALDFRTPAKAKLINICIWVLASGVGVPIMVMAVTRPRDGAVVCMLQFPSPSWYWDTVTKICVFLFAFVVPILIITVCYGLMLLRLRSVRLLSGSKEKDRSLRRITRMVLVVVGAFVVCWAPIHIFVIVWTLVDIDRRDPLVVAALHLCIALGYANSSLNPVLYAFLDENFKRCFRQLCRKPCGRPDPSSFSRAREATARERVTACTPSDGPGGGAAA
# Arrestin-AP2 inh: blocks beta-arrestin peptide binding to AP2 adaptin. FITC-arrestin peptide / GST-AP2 beads, flow cytometry; AP2 beta2 appendage carries R879A mutation. inhibition, % at 10 µM. hit rate 0.31% among 340,000;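 active = inhibition above a set limit, near 3 SD of compounds lacking own fluorescence, cut at about 54% in these data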;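 also: plate controls were DMSO wells for no effect and 5 µM unlabelled arrestin peptide for full effect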
#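 system = GST-tagged AP2 beta2-adaptin appendage (R879A) on 4 µm glutathione beads | reagent = FITC-labelled arrestin peptide probe, 50 nM final | schedule = compound with beads 12 min RT, then probe 1 h RT | signal = HyperCyt-sampled flow cytometry, FL1 channel, ex 488/em 535 nm | read-out = percent response from loss of bead-bound FITC fluorescence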
# V-ATPase pHluor: alters yeast V-ATPase proton transport | hit rate 0.37% among 350,000 | response, % at 10 µM | S. cerevisiae, pHLuorin cytosolic pH fluorescence; in the data active = response mostly above about 7.3%, no sharp cut-off; inactive = mostly below about 5.4%; also: actives read high; inactives centre near 0; some compounds called inactive have numbers as strong as hits; reference of the scale not given here
# C-LANA FP: KSHV C-LANA DNA binding inhibition; inhibition, % at 9 µM; hit rate 0.078% among 340,000; MBP-C-LANA/FAM-LBS DNA binding, fluorescence polarization; AID 504423;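 active = highest replicate inhibition at or above 60% at 9 µM, even if other replicates fall short; inactive = all replicates below 60% inhibition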;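 also: 0% = neutral control wells and 100% = 4 µM acridine orange control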
# Cardiac RTF inh: cardiac RTF calcium desensitization | IANBD-labeled cardiac RTF, Ca2+ fluorescence | AID 493244 | inhibition, % at 7.15 µM | hit rate 0.12% among 340,000 | P19429+P45379;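 active = inhibition above the mean inhibition of all tested compounds plus 3 SD, cut at about 17% in these data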;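 also: assay run at fixed EC70 calcium of 1.6 mM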
# MOR-DOR inv ag: inverse agonists of human mu-delta opioid receptor heterodimerization | P35372+P41143 | cell-based MOR-DOR heterodimer luminescence, inverse agonism | inhibition, % at 9.3 µM | hit rate 0.21% among 340,000; in the data active = inhibition above about 22%, passing the limit was not always enough;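 also: 0% = cells with DMSO and 100% = wells without cells with DMSO; values of inactives mirror those of a sister screen read the other way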
# * hit, by the source's call; nt = no result given.
SMILES,Keap1 Nrf2 FP,Wnt act,RTF Ca sens act,DSG3 Ab inh,MOR-DOR ag,Arrestin-AP2 inh,V-ATPase pHluor,C-LANA FP,Cardiac RTF inh,MOR-DOR inv ag
Clc1ccc(OCc2nc(-c3ccccn3)no2)c(Br)c1,-4,11,6,105,1.0,8,3,1.5,-8,-6
O=C(Cc1ccc([N+](=O)[O-])cc1)NNC(=O)c1ccc2c(c1)OCO2,5,-2,-4,102,-2.9,-8,-1,1.2,1,15
O=C(CCN1CCOCC1)NNC(=O)/C(=C/c1ccccc1)NC(=O)c1ccccc1,-3,-1,-3,93,-1.2,4,1,0.7,4,6
CCCN(C(=O)c1ccccc1Cc1ccccc1)C1CCS(=O)(=O)C1 (centres undefined),-5,1,12,104,2.4,-13,-6,-0.2,-19,-16
Cc1cc(NC(=O)CSc2nc3c(c(=O)n2-c2ccc(Br)cc2)SCC3)no1,5,-2,2,104,1.3,-5,-2,0.6,4,-8
COc1cccc(S(=O)(=O)NCc2ccc(C(=O)N3CCN(Cc4ccccc4)CC3)cc2)c1,4,0,-8,101,-1.2,-3,-3,-0.8,0,9
Cc1ccc(OCC(=O)NNC(=O)C2CCCO2)c(C)c1 (centres undefined),-3,0,4,103,-0.3,1,-1,1.4,-1,2
Cc1ccc(Cc2nnc(SCC(=O)Nc3ccccc3Cl)[nH]c2=O)cc1,1,-1,-4,99,-0.2,43,2,-2.2,-8,1
CCn1c(N)c(C(=O)NCc2cccnc2)sc1=S,-9,nt,4,101,-0.4,3,0,-1.3,-5,2
CCCC(CCC)=NNC(=O)CN(Cc1ccccc1)S(=O)(=O)c1ccccc1,-7,nt,-2,102,5.1,0,-3,1.5,3,-27
Cc1cc(C)n(CC(=O)c2ccc(Br)cc2)c(=O)c1C#N,-2,nt,-8,94,-1.2,-5,-3,-0.8,-1,7
CCCSc1oc(-c2ccco2)nc1S(=O)(=O)c1ccc(C)cc1,2,2,-2,nt,0.8,21,6,0.7,-3,-5
Cc1ccc(C(=O)NCC(=O)Nc2ccncc2)cc1,3,-1,-3,104,-2.0,-6,2,2.1,-1,11
O=C(CSc1nnnn1-c1ccccc1)N1CCc2ccccc21,5,nt,3,96,1.1,-3,5,-0.4,-13,-6
CCOc1ccccc1C(=O)Oc1cc(C)[nH]c(=O)c1[N+](=O)[O-],-3,0,7,103,-1.6,-2,0,-0.3,-3,9
Cc1cccn2c(=O)c3cc(C(=O)NCC4CCCO4)c(=N)n(CC4CCCO4)c3nc12 (centres undefined),-4,1,0,nt,-1.2,1,-22,-0.7,-37,8
CC(C)CCOP(=O)(c1ccc(N(C)C)cc1)C(O)c1ccccn1 (centres undefined),3,0,5,103,-1.6,3,2,-1.6,-14,9
Cc1cc(CNC[C@H]2O[C@@H](n3cnc(C(N)=O)n3)[C@H](O)[C@@H]2O)c(C)n1-c1cccnc1,-1,-1,0,112,-1.4,7,4,-0.2,-2,6
Cc1ccc(-c2noc(CCC(=O)NCc3ccc4c(c3)OCO4)n2)cc1,-1,4,1,109,-1.9,-6,-3,3.5,-3,9
COc1cccc(S(=O)(=O)NCC(=O)Nc2ccc(C(C)(C)C)cc2)c1,-1,-3,1,117,7.9,0,3,0.4,-20,-42
CC1CCN(C(=O)CSc2nnc(-c3ccncc3)n2C)CC1,4,-2,0,nt,1.1,13,nt,-0.2,-8,-6
COc1ccc([C@H]2CC(=O)C=C(c3ccc(OC(F)(F)F)cc3)C2)cc1,1,0,-6,98,0.9,-19,-1,-0.2,-11,-5
CC(=O)NC(CC(=O)Nc1nccs1)c1ccccc1 (centres undefined),1,-6,2,99,-1.0,3,-1,0.4,-15,5
O=C(c1ccc(Cl)cc1)C1CCN(Cc2ccccc2)CC1,-5,-2,-3,121,0.3,23,3,0.5,-6,-1
Cc1c(C(C)CCCO)oc(=O)c2c1Oc1c(C)c(C(C)C[C@H](C)O)oc(=O)c1C2 (some centres undefined),3,3,-2,103,0.1,3,0,6.3,-11,0
CCC(=O)N1CCC2(CC1)Oc1ccc(Cl)cc1C(=O)C21CC(c2ccccc2)=NO1 (centres undefined),-2,-6,-8,102,-1.4,7,0,2.9,-25,8
COc1cc(C2C(C(=O)c3ccco3)=C(O)C(=O)N2Cc2cccnc2)cc(OC)c1OC (centres undefined),0,-2,-1,100,1.4,32,0,0.2,-6,-9
CCOC(=O)c1c(C)[nH]c(N=Nc2ccccc2Cl)c1C,0,46*,-4,97,0.6,-9,2,-1.6,-7,-3
CC(C)CCNC(=O)CN(CC1CCCO1)C(=O)CCC(=O)Nc1nccs1 (centres undefined),-1,1,-2,nt,-2.9,16,0,-1.2,-2,13
Cc1ccc(C(=O)N2CCC(C(=O)c3ccc(F)cc3)CC2)cc1,-3,0,-1,111,0.6,58*,-1,3.6,3,-3
O=C(Nc1cccc(S(=O)(=O)N2CCCC2)c1)c1cccnc1,0,-3,-3,104,-3.7,2,-1,0.1,2,19
O=C(COC(=O)CCCNC(=O)c1ccc(Cl)cc1)Nc1ccc(Br)cc1,-8,nt,-13,97,-2.1,14,1,-1.0,-2,13
COc1cccc2cc(C(=O)N3CCN(c4ccccn4)CC3)c(=O)oc12,1,-1,5,107,-1.2,4,0,1.9,-7,5
CCN(CC(=O)NCc1cccs1)C(=O)c1cc(S(=O)(=O)N2CCOCC2)ccc1C,-3,-4,5,102,-1.8,-3,1,-0.2,-1,10
O=C(CCN1CCN(c2ccccc2F)CC1)Nc1ccc(F)cc1,1,1,-5,118,-1.6,-3,4,0.2,-10,8
COCCOC(=O)/C(=C/c1ccc(OC(=O)c2ccccc2)cc1)C(C)=O,-10,nt,16,101,1.5,-4,4,-1.6,25*,-9
CC(=O)N1CCN(c2ccccc2NC(=O)c2ccc(Br)o2)CC1,-2,0,-2,105,-0.3,-5,0,-0.9,1,1
CC(C)OCCCNC(=O)CN1C(=O)c2cccc3cccc1c23,4,-1,8,112,0.9,0,4,0.2,-20,-4
O=C(Nc1cccc(-n2cnnn2)c1)c1ccccc1Br,-1,-5,-1,103,-0.9,-3,0,-0.9,-6,5
Cc1cc(=O)oc(C)c1C(=O)O,-2,nt,0,102,-1.0,-12,-1,-1.4,1,5
O=c1nc(N/N=C/C=C/c2ccccc2)cn[nH]1,1,0,1,94,-4.7,1,-2,0.7,-5,25
COc1ccc(CCNC(=O)C2C3CCC(C3)C2C(=O)O)cc1OC (centres undefined),0,1,-2,113,-2.9,2,-2,-1.0,-6,15
COc1ccc(Br)cc1S(=O)(=O)NCc1ccccc1,-6,0,7,103,1.9,1,1,-1.2,-13,-10
COc1ccc(OC)c(NC(=O)CCC(=O)Oc2ccc(C)cc2)c1,-3,2,-3,116,-2.5,9,0,-1.6,-1,12
Cc1cccc(C)c1NC(=O)CN(C)C(=O)CC1CC2CCC1C2 (centres undefined),-3,1,-1,103,-2.7,8,6,-0.3,-9,11
Cc1cc(C)cc(C(=O)NCC(=O)OCc2c(C)noc2C)c1,-1,-3,-4,97,-3.0,-9,-2,-1.2,-4,15
COCc1nc2ccccc2n1CCc1ccccc1,0,-1,-1,121,-1.2,-4,-1,0.3,-11,6

# In the list so far, 11 have four or more nitrogen atoms:
SMILES,Keap1 Nrf2 FP,Wnt act,RTF Ca sens act,DSG3 Ab inh,MOR-DOR ag,Arrestin-AP2 inh,V-ATPase pHluor,C-LANA FP,Cardiac RTF inh,MOR-DOR inv ag
O=C(CCN1CCOCC1)NNC(=O)/C(=C/c1ccccc1)NC(=O)c1ccccc1,-3,-1,-3,93,-1.2,4,1,0.7,4,6
Cc1cc(NC(=O)CSc2nc3c(c(=O)n2-c2ccc(Br)cc2)SCC3)no1,5,-2,2,104,1.3,-5,-2,0.6,4,-8
Cc1ccc(Cc2nnc(SCC(=O)Nc3ccccc3Cl)[nH]c2=O)cc1,1,-1,-4,99,-0.2,43,2,-2.2,-8,1
CCn1c(N)c(C(=O)NCc2cccnc2)sc1=S,-9,nt,4,101,-0.4,3,0,-1.3,-5,2
O=C(CSc1nnnn1-c1ccccc1)N1CCc2ccccc21,5,nt,3,96,1.1,-3,5,-0.4,-13,-6
Cc1cccn2c(=O)c3cc(C(=O)NCC4CCCO4)c(=N)n(CC4CCCO4)c3nc12 (centres undefined),-4,1,0,nt,-1.2,1,-22,-0.7,-37,8
Cc1cc(CNC[C@H]2O[C@@H](n3cnc(C(N)=O)n3)[C@H](O)[C@@H]2O)c(C)n1-c1cccnc1,-1,-1,0,112,-1.4,7,4,-0.2,-2,6
CC1CCN(C(=O)CSc2nnc(-c3ccncc3)n2C)CC1,4,-2,0,nt,1.1,13,nt,-0.2,-8,-6
CC(C)CCNC(=O)CN(CC1CCCO1)C(=O)CCC(=O)Nc1nccs1 (centres undefined),-1,1,-2,nt,-2.9,16,0,-1.2,-2,13
O=C(Nc1cccc(-n2cnnn2)c1)c1ccccc1Br,-1,-5,-1,103,-0.9,-3,0,-0.9,-6,5
O=c1nc(N/N=C/C=C/c2ccccc2)cn[nH]1,1,0,1,94,-4.7,1,-2,0.7,-5,25

# High-throughput results as filed in PubChem.
